Compound activity: PubChem, National Center for Advancing Translational Sciences (NCATS)
AmpC detergent = AmpC beta-lactamase inhibition with detergent present; P00811; AmpC hydrolysis of nitrocefin, absorbance 480 nm, 0.01% Triton; Potency, µM (titrated, usually from 114 µM), for inactives: top-dose activity change, negative = inhibition, actives largely listed as inhibitors; hit rate 0.041% among 370,000; AID 485294;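 also: potency is read from the fitted curve at half-maximal effect; 0% = no-compound wells and -100% = no-enzyme wells; nearly all actives have a fitted effect of over 25% in size; some results filed as inactive show a strong effect at the top dose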
Target sequence (P00811 whole entry, looked up): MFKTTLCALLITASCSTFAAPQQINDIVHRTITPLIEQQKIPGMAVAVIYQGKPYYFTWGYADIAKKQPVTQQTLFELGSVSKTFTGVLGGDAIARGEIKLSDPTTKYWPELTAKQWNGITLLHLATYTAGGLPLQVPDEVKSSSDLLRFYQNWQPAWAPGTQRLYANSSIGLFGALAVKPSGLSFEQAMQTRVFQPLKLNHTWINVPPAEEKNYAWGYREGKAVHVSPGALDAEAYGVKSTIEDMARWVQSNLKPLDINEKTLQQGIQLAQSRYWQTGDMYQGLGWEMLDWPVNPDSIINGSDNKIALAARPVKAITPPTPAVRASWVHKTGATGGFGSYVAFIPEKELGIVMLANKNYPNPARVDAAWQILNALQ
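AmpC (5.3 nM in the dispensed reagent) in 20 mM phosphate pH 7.0 with 0.01% (detergent screen) or 0.0001% Triton X-100 was preincubated with compounds for 15 min at room temperature. Nitrocefin was then added from an 800 uM solution, and hydrolysis was followed at 480 nm.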
AmpC no deterg = AmpC beta-lactamase inhibition without detergent; hit rate 0.52% among 330,000; P00811; AmpC nitrocefin hydrolysis, absorbance 480 nm, 0.0001% Triton; Potency, µM (series often up to 57.1 µM), for inactives: at the highest dose activity change, negative = inhibition, hits mostly inhibitors; AID 485341;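 also: potency is read from the fitted curve at half-maximal effect; plate controls were no compound for no effect and no enzyme for full effect; nearly all actives have a fitted effect of over 20% in size; some results filed as inactive show a strong effect at the top dose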
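20 mM phosphate pH 7.0 + 0.01% (detergent screen) or 0.0001% Triton X-100; 5.3 nM AmpC reagent; cpd preinc 15 min RT; nitrocefin (800 uM stock) to start; A480 q20 s × 4 min; Activity was normalised to no-enzyme and no-compound control wells.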
AMA1 RON2 block = inhibitors of Plasmodium falciparum AMA1-RON2 interaction. AlphaScreen AMA1-biotinylated RON2 peptide binding. Potency, µM (series often up to 58.2 µM), for inactives: at the top dose activity change, negative = inhibition, hits mostly inhibitors. hit rate 0.2% among 360,000. AID 720542;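 also: potency is read from the fitted curve at half-maximal effect; 0% = vehicle wells and -100% = peptide control; nearly all actives have a fitted effect of over 45% in size; some results filed as inactive show a strong effect at the top dose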
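AMA1 (3D7) with his tag at 25 nM final met compounds first, then biotinylated RON2 peptide at 25 nM; detection used donor plus acceptor beads, 10 µg/mL apiece, read by AlphaScreen after 30 min at room temperature.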
Tb PYK inh = blocks Trypanosoma brucei pyruvate kinase; Q57TT1; TbPYK enzyme, Kinase-Glo Plus ATP luminescence, 45 min; Potency, µM (titrated, usually from 76.8 µM), inactives show at the top dose activity, negative = inhibition, actives largely listed as inhibitors; hit rate 0.12% among 410,000; AID 624173; also: potency is read from the fitted curve at half-maximal effect; nearly all actives have a fitted effect of over 50% in size
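Screened from lowest to highest concentration, compounds were pinned into TbPYK/substrate mixtures, and ADP (130 uM final) was added. Plates sat at room temperature for 45 min prior to Kinase-Glo Plus detection by luminescence.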
LmPK inhibitor = LmPK (Leishmania mexicana) enzyme inhibition | purified LmPK, Kinase-Glo ATP luminescence, 1 h | Potency, µM (doses to about 57.5 µM), without a hit: at the top dose activity change, negative = inhibition, actives largely listed as inhibitors | hit rate 0.37% among 290,000; also: potency is read from the fitted curve at half-maximal effect
Target sequence (Q27686 whole entry, looked up): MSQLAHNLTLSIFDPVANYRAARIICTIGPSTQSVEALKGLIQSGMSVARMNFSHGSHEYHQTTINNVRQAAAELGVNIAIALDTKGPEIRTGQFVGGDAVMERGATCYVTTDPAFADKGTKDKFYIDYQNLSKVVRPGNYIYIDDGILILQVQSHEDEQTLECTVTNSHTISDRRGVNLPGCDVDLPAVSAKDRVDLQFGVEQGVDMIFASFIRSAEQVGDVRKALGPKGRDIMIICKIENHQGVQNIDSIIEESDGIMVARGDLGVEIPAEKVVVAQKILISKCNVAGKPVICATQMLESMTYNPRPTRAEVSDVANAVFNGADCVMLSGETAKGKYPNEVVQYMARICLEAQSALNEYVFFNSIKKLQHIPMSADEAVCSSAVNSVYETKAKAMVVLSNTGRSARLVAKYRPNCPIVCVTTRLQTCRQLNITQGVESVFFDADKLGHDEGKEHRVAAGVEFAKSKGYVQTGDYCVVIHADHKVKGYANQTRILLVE
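ATP generated from ADP (0.1 mM) and PEP (0.5 mM) by 0.1 nM LmPK over 1 h at room temperature (pH 7.2 imidazole buffer) was detected by coupled luciferase luminescence. Values were normalized to uninhibited and no-enzyme wells.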
HCMV antiviral = blocks human cytomegalovirus replication; HFF cells, HCMV-luciferase reporter, 72 h; active compounds read low; activity change, negative = inhibition, % at 57.5 µM; hit rate 4.5% among 410,000; in the data active = activity change below about -60%; inconclusive = no clear call, values can overlap the other calls; inactive = above about -39%
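After 16 h attachment at 37C, HFF cells received test compound and HCMV-luciferase (1 PFU/cell); reporter luminescence read 72 h later, data normalized against buffer-only and known inhibitor Salinomycin.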
HCV inhibitor = blocks hepatitis C virus; Huh7.5.1 HCVcc-Cre infection, luciferase reporter, 44 h; Potency, µM (top dose mostly 41.8 µM), for the others: at the highest dose activity change, negative = inhibition, actives largely listed as inhibitors; hit rate 3.4% among 340,000; AID 651820; also: potency is read from the fitted curve at half-maximal effect
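Cells (1,000/well) were plated 4 h before compound, then infected with HCVcc-Cre virus (~0.5 moi). After 44 h further culture, infection was read as luciferase luminescence following a 15 min substrate incubation at room temperature.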
* marks the source's active call; other numbers are inactive results; ? = inconclusive; nt = not tested or not shown; & = joins results of further samples; [ ] = dose if it differs, or a comment. Unless noted, calls follow the shape of the dose curve; as a rule, active = well fitted curve in the direction sought with a large enough effect; inconclusive = small, poorly fitted or top-dose-only effect, or another doubt; inactive = no such curve, though single readings can be large; an effect the other way counts as inactive or inconclusive. Unless noted, % is scaled to controls: 0 for no effect and ±100 for the full control effect.

Every second line gives: AmpC detergent | AmpC no deterg | HCV inhibitor | AMA1 RON2 block | HCMV antiviral | Tb PYK inh | LmPK inhibitor
[1] O=C(NC1CCOCC1)C1CCC(=O)N(CCc2ccc(Cl)cc2)C1 (stereo not drawn)
    1% | 13% | 6% | -5% | ? | -3% | 5%
[2] CC(C)(C)OC(=O)CNC(=O)c1[nH]cnc1C(=O)NCCCCCNC(=O)OC(C)(C)C
    4% | 55% | ? | 114%[activator] | -5 | -2% | 5%
[3] O=C(c1cc2cc(Cl)ccc2[nH]1)N1CCN(c2ccccn2)CC1
    -8% | -10% | 17% | 1% | 22 | 4% | 1%
[4] Cc1noc(C)c1COc1ccc(C(=O)N2CCC(C(N)=O)CC2)cc1
    nt | -19% | 15% | -7% | -16 | -1% | nt
[5] CCOC(=O)CSc1nn(-c2ccccc2)c(=S)s1
    -5% | -35% | -2% | 12% | -34 | 0% | -11%
[6] COc1cc(NC(=O)C2=C(N3CCOCC3)/C(=C\c3ccc(Br)cc3)CC2)cc(OC)c1OC
    -13% | -26% | 5% | -2% | 22 | 9% | 0%
[7] CC(O)C(=O)NCCOCCOCCNC(=O)C(C)O (stereo not drawn)
    ? | -12% | 8% | 1% | 25 | -12% | -1%
[8] Cc1ccccc1CN1C(=O)C(O)(CC(=O)c2ccccc2)c2cc(Cl)ccc21 (stereo not drawn)
    9% | nt | nt | nt | -28 | 0% | nt
[9] CCC(=O)Nc1cccc(C2=NOC3(C2)C[C@@H](C(N)=O)N(C(=O)CC)C3)c1 (stereo partly drawn)
    2% | -21% | 10% | 8% | -4 | 14% | -3%
[10] CCOc1ccccc1NC(=O)CCNS(=O)(=O)c1cccc2nsnc12
    -4% | -11% | -21% | -3% | -32 | 6% | 6%
[11] O=C1NCCCC1C(=O)Nc1ccccc1C(F)(F)F (stereo not drawn)
    -7% | -6% | 16% | 0% | 6 | 1% | -4%
[12] CCOC(=O)N1CCC(=NNC(=O)COc2cccc(C)c2)CC1
    0% | -18% | 1% | 51%[activator] | 42 | -6% | -1%
[13] O=P(OCC1CCCO1)(OCC1CCCO1)OCC1CCCO1 (stereo not drawn)
    nt | nt | 1% | 7% | 9 | -3% | nt
[14] Cc1ccccc1CNC(=O)c1csc([C@H]2C[C@H](O)[C@@H](CO)O2)n1
    nt | nt | nt | -1% | 13 | -15% | nt
[15] COc1cc(NC(=O)c2ccc(F)cc2)c(OC)cc1Cl
    0% | -11% | ? | 0% | 115 | -4% | -1%
[16] Cc1cc(C)nc(SCC(=O)c2ccc(O)c(O)c2)n1
    3% | -23% | -25% | 27% | 7 | -6% | 7%
[17] O=C(NCc1cccnc1)c1ccccc1NS(=O)(=O)c1ccc(Br)cc1
    nt | -19% | 5% | 86%[activator] | -17 | -9% | nt
[18] COc1ccccc1CNc1ncnc2c1cnn2-c1ccccc1
    -3% | -15% | -16% | 0% | 39 | -3% | 1%
[19] COc1cccc(C2C(C#N)=C(N)OC3=C2C(=O)CCC3)c1OC(=O)c1ccco1 (stereo not drawn)
    -3% | -41% | 5% | -6% | 35 | -8% | -4%
[20] CCOC(=O)c1c(C)[nH]c(C)c1S(=O)(=O)NC(C)Cc1ccco1 (stereo not drawn)
    -4% | -26% | 0% | 10% | -26 | -5% | 1%
[21] COc1ccc(NS(=O)(=O)c2c(C)[nH]c(C)c2C(=O)N2CCCCC2)cc1Cl
    2% | 17% | 16% | -11% | -25 | 3% | 0%
[22] O=S(=O)(NCc1ccccc1)c1ccc(Cl)cc1
    ? | -22% | 0% | 6% | -29 | -1% | 9%
[23] O=c1[nH]c(=O)c2ccccc2o1
    nt | nt | -10% | -6% | -27 | 3%&-7% | nt
[24] COc1ccccc1Cn1c(CNS(=O)(=O)c2ccc(CC(C)C)cc2)nc2cccnc21
    6% | nt | nt | nt | 21 | 5% | nt
[25] C=CCOc1cccc(/C=C2\C(=O)N(Cc3ccc(C)cc3)C(C)=C2C(=O)OC)c1
    -10% | -36% | -23% | ? | 36 | 0% | 6%
[26] Cc1cc(C(=O)NC2CCCCC2C)c2ccccc2n1 (stereo not drawn)
    -9% | 18% | 8% | 12% | 46 | -10% | -6%
[27] Cc1ccc(-c2cn(C[C@H]3CC[C@@H]([C@@H]4CC[C@H](Cn5cc(-c6ccc(C)cc6)nn5)O4)O3)nn2)cc1
    10% | 13% | 10% | 0% | -13 | -9% | -6%
[28] COc1cccc(C2/C(=C(\O)c3c(C)nc4c(C)cccn34)C(=O)C(=O)N2CCCN(C)C)c1OC (stereo not drawn)
    ? | -6% | nt | nt | nt | nt | -2%
[29] N#CC1=C(N)Nc2ncnn2C1c1ccc([N+](=O)[O-])cc1 (stereo not drawn)
    -11% | -21% | 1% | 7% | ? | 3% | 1%
[30] CN1CCN(Cc2ccccc2C(F)(F)F)CC1
    -10% | -14% | -6% | 13% | 6 | 6% | 4%

One compound at a time (already shown). Order of values: AmpC detergent, AmpC no deterg, HCV inhibitor, AMA1 RON2 block, HCMV antiviral, Tb PYK inh, LmPK inhibitor
`COc1ccc(NS(=O)(=O)c2c(C)[nH]c(C)c2C(=O)N2CCCCC2)cc1Cl` as listed: 2%, 17%, 16%, -11%, -25, 3%, 0%
`O=C(c1cc2cc(Cl)ccc2[nH]1)N1CCN(c2ccccn2)CC1` as listed: -8%, -10%, 17%, 1%, 22, 4%, 1%

(list continues)
Every second line gives: AmpC detergent | AmpC no deterg | HCV inhibitor | AMA1 RON2 block | HCMV antiviral | Tb PYK inh | LmPK inhibitor
[31] CC1=C(C(=O)Nc2ccc(Cl)cc2C(=O)N2CCC(C(N)=O)CC2)SCCO1
    -14% | -4% | 21% | 3% | -39 | -2% | -8%
[32] COc1ccccc1C(=O)N1CCN(Cc2cc(=O)oc3cc(C)ccc23)CC1
    6% | nt | nt | nt | 6 | 7% | nt
[33] O=C1Nc2ccccc2CCC1Sc1nnc(-c2ccc(Cl)cc2)s1 (stereo not drawn)
    -9% | -31% | ? | -13% | ? | -9% | 5%
[34] COc1ccc(NS(=O)(=O)c2cc(NC(=O)c3cc(=O)c4ccccc4o3)ccc2OC)cc1
    8% | -38% | -14% | -19% | -5 | 3% | -6%
[35] O=C(CCSc1nc2ccccc2o1)Nc1ccccc1
    -7% | -13% | 2% | -2% | -25 | 0% | 3%
[36] COc1ccc(S(=O)(=O)N2CCCC(C(=O)NCc3ccncc3)C2)cc1Cl (stereo not drawn)
    ? | 41% | -25% | -13% | -66* | 0% | -1%
[37] COc1ccc(NC(=O)N2CCCC2C(=O)Nc2cccc(C)c2C)cc1 (stereo not drawn)
    4% | -15% | -5% | 6% | 19 | 2% | -2%
[38] Cc1[nH]c(C(=O)N/N=C/c2ccc(C(=O)O)cc2)c(C)c1C(=O)N/N=C/c1ccc(C(=O)O)cc1
    ? | -9% | -14% | -11%[2.32 µM] | -6 | -6% | -8%
[39] Cc1cccc(C)c1NC(=O)COC(=O)c1cc(S(=O)(=O)Nc2ccc(Cl)cc2)ccc1O
    nt | -24% | 29% | 2% | -2 | -3% | nt
[40] COc1ccc(NC(=O)c2cccc3c(-c4cccnc4)coc23)cc1
    nt | nt | nt | 22% | 24 | 0% | nt
[41] C/C(Cn1nnc([N+](=O)[O-])n1)=N\NC(=O)c1ccccc1
    -13% | -34% | ? | 37%[activator] | -24 | -12% | 2%
[42] CN(CCNC(=O)C1CCCN(c2ncnc3c2nc2n3CCCCC2)C1)Cc1ccccc1 (stereo not drawn)
    ? | 94%[activator] | -23% | -7% | -12 | 2% | 3%
[43] CC1(C(=O)Nc2ccc(Cl)cc2)Cc2c(-c3cccc(C(N)=O)c3)ccnc2O1 (stereo not drawn)
    nt | nt | nt | -16% | 25 | -2% | nt
[44] CC(=O)c1c(C)n(CCc2ccc(Cl)cc2)c2ccc(O)cc12
    -2% | -2% | 9% | 12% | -38 | 2% | 2%
[45] CN(Cc1ccccc1)C(=O)CN(Cc1ccccc1)S(C)(=O)=O
    0% | 8% | -19% | -11% | 21 | 6% | 1%
[46] O=C(COC(=O)/C=C/c1ccccc1)Nc1nnc(-c2ccccc2)o1
    ? | -24% | -15% | 39%[activator] | 12 | -2% | nt
[47] CCOc1ccc2oc(=O)cc(CN3CCN(c4cc(C)ccc4C)CC3)c2c1
    -4% | nt | nt | nt | -20 | -2% | nt
[48] FC(F)(F)c1nc(SCc2ccccc2)n[nH]1
    nt | nt | 13% | -13% | 40 | -5% | nt
[49] CCOc1ccc(CC(=O)NNC(=S)Nc2ccccc2)cc1Br
    0% | -17% | 4% | 60%[activator] | 3 | -11% | 10%
[50] COc1ccc(CN2C3CCCC2CC(NC(=O)Nc2cccc(C)c2)C3)cc1 (stereo not drawn)
    -7% | 11% | ? | -4% | 9 | -6% | 1%
[51] CC(=O)C1=CCC(c2ccc(C)cc2)N(S(=O)(=O)c2ccc(C)cc2)C1 (stereo not drawn)
    nt | nt | nt | 6% | -3 | 1% | nt
[52] COc1cc(CN2C[C@@H](CO)O[C@@H](n3cnc4c(N5CCN(C)CC5)ncnc43)C2)cc(OC)c1OC
    nt | nt | nt | -5% | ? | 5% | nt
[53] O=C(c1ccc(S(=O)(=O)c2ccc(Cl)cc2)cc1)N1CCOCC1
    12% | 10% | 14% | -4% | -20 | -11% | 5%
[54] COc1cc(/C=C(\C#N)C(=O)Nc2ccc(C)cc2)ccc1OCc1cc(=O)n2nc(C)sc2n1
    0% | nt | nt | nt | 7 | 0% | nt
[55] Cc1ccc(S(=O)(=O)c2c(CO)c(-c3ccccc3)nn2C)cc1
    3% | -17% | -25% | -3% | -38 | -1% | 4%
[56] COc1ccc(-c2nc3cc(C)ccn3c2NC2CCCCC2)cc1SC1CCCCC1
    nt | -19% | 3.5µM* | -3%&35% | -27&-10 | -3% | nt
[57] Cc1ccc(-c2c3c(=O)n(C)c(=O)n(C)c3cn2CCCN2CCOCC2)cc1
    -23% | -3% | -7% | -10% | 37 | -7% | -4%
[58] Cc1cc(C(=O)CSc2nncs2)c(C)n1-c1ccc2c(c1)OCO2
    ? | 0.28µM* | ? | -17% | -69* | -9% | -8%
[59] Cn1c(NCCN2CCCC2)nc2cc(-c3ccsc3)sc2c1=O
    nt | nt | nt | 4% | 29 | -9% | nt
[60] Cc1ccc(OCC(=O)Nc2nnc(SCc3cc(=O)n4cc(C)ccc4n3)s2)cc1
    -1% | nt | nt | nt | -7 | 1% | nt
[61] CCC1SC(C)C/C(=N/NC(N)=O)C1C (stereo not drawn)
    5% | -3% | 14% | -3% | 12 | -2% | -1%
